# 14-3-3 PPI: modulators of human 14-3-3 gamma - Raf peptide interaction | P61981 | inhibition, % at 40 µM | 0.19% of 160,000 active | FP, 14-3-3gamma / TMR-pS259-Raf peptide binding; in the data active = inhibition above about 30%;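 also: 0% = protein plus tracer without compound and 100% = blank with tracer alone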
# Target sequence (P61981 whole entry, looked up): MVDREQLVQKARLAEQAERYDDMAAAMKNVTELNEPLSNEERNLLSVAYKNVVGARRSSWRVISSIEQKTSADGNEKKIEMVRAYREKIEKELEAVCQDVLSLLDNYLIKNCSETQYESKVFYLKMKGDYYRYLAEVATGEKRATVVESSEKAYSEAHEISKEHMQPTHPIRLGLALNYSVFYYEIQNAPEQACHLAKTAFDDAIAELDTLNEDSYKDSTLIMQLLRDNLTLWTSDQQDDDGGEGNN
# Active calls of the source: *; & = joins results of further samples.
SMILES,14-3-3 PPI
O=C(NC1CC2CCCC(C1)N2C(=O)NC1CCCCC1)c1ccccc1 (stereo not drawn),-7
O=C1NC(c2ccc([N+](=O)[O-])cc2)C(C(=O)c2cccs2)C(O)(C(F)(F)F)N1 (stereo not drawn),2
CC(C)(C)C(=O)N1CC(=O)Nc2ccc(Cl)cc2C1c1ccc(F)cc1 (stereo not drawn),1
CC1(C)CC(=O)C2=C(C1)N(Cc1ccco1)C(=O)C2(O)C(F)(F)F (stereo not drawn),7
Cc1ccc(NC(=O)CCS(=O)(=O)c2ccc(Br)cc2)nc1,-2
C=CCNc1nnc(SC2CC(=O)N(c3ccc(OC)cc3)C2=O)s1 (stereo not drawn),-5
Cc1ccc(-c2nc3ncccc3o2)cc1NC(=O)Cc1ccc(Cl)cc1,-3
O=C(c1cccc(Br)c1)N1CCN(c2ccc([N+](=O)[O-])c(NCc3ccco3)c2)CC1,1
COc1ccc(C2/C(=C(/O)c3ccccc3)C(=O)C(=O)N2c2ncccn2)cc1OC (stereo not drawn),-7
COc1cccc2sc(=NC(=O)c3ccc(S(=O)(=O)N(C)c4ccccc4)cc3)n(C)c12,-8
COc1cc(C(=O)N(Cc2cc3ccccc3[nH]c2=O)CC2CCCO2)cc(OC)c1OC (stereo not drawn),-6
Cc1cccc(OCCSc2nc3ccccc3n2CCC(=O)O)c1,-6
CCCCC(=O)Nc1cccc(-c2nn3c(C)nnc3s2)c1,5
Nc1cccc(-c2nn(-c3ccccc3)cc2C(=O)O)c1,-6
CC(C)COc1nc2ccccc2nc1C(C#N)C(=O)NC1CCCCC1 (stereo not drawn),-16
Cc1ccc(C)c(S(=O)(=O)n2ccnc2)c1,1
CCc1ccc2c(c1)-c1c(sn(-c3ccc(OC)cc3)c1=S)C(C)(C)N2,2
C=CCSc1nnc2c(n1)OC(c1ccncc1)Nc1ccccc1-2 (stereo not drawn),-2
N/C(=N\c1nc2c(c(=O)[nH]1)CCCC2)Nc1ccccc1,0
CC1CCCN(S(=O)(=O)c2ccc3[nH]c(=O)cc(C(=O)NCc4ccccc4)c3c2)C1 (stereo not drawn),1
O=C(CC1Sc2ccccc2NC1=O)Nc1cccc(C(=O)O)c1 (stereo not drawn),3&0
Cc1ccccc1C(=O)NC1CCN(Cc2nnnn2Cc2ccc(F)cc2)CC1,-6
CCc1cc2c(=O)c(-c3cnn(-c4ccccc4)c3)coc2c(CN2CCOCC2)c1O,0&-12
Cc1cc(C)cc(OCc2nnc(SCC(=O)Nc3ccccc3)o2)c1,-8
N#CC1=C(N)OC2=C(C(=O)CCC2)C1C1C=CCCC1 (stereo not drawn),-1
SMILES,14-3-3 PPI
C=CCOc1ccc(C2C3=C(CCCC3=O)OC3=C2C(=O)CCC3)cc1OCC,-4
CC1(C)CC2CC(C)(CN2C(=O)CCCN2C(=O)c3ccccc3C2=O)C1 (stereo not drawn),2
CCOC(=O)COc1ccc2c(=O)c(-c3ccc4c(c3)OCCO4)c(C)oc2c1,-2
COc1ccc(-n2ncc3c(NCc4cccs4)ncnc32)cc1,-9
CN(C)c1ccc(C2C3=C(CCCC3=O)Nc3nc(SCc4ccccc4)[nH]c(=O)c32)cc1 (stereo not drawn),-26
Cc1ccc(NC(=O)CCCNS(=O)(=O)c2cccs2)cc1F,2
CN(c1ccc(Br)cc1)S(=O)(=O)c1cccc2nsnc12,-9
CSc1cccc(NC(=O)CSc2nnc(C)s2)c1,-4
O=C(Cc1cc(=O)[nH]c(=O)[nH]1)N1CCC(Cc2ccccc2)CC1,-7
COc1ccc2nc(NC(=O)c3cccc(Oc4ccccc4)c3)sc2c1,-11
COc1ccc(NC(=O)C(=O)NCCC2=CCCCC2)cc1,-1
COc1ccc(C(=O)Nc2c3c(nn2-c2ccc(C)cc2C)CSC3)cc1OC,-10
O=C(O)c1ccc(Sc2ccccn2)c([N+](=O)[O-])c1,-1
Cc1ccc(-n2c(=O)c3sccc3n(Cc3cc(=O)n4cc(Cl)ccc4n3)c2=O)cc1,-17
O=C(NC12CC3CC(CC(C3)C1)C2)N1CCN(C(=O)C2CCCO2)CC1 (stereo not drawn),0
Nc1nc(Nc2cccc3ccccc23)nc(C2CCCC2=O)n1 (stereo not drawn),1
CN/S(=N/S(=O)(=O)c1ccccc1)c1ccc(C)cc1 (stereo not drawn),0
COc1ccc2nc(-c3ccccc3)[nH]c2c1,13
CCOC(=O)C1=CN(C)C=C(C(=O)OCC)C1c1ccc(OC(F)(F)F)cc1,10
Cc1ccc(N2C(=O)CC(NC3CCCC3)C2=O)cc1 (stereo not drawn),-3
Cc1ccc(C(=O)Nc2cccc(C(=O)NCc3ccco3)c2)cc1,-2
Cc1nnc(N(CCC#N)CCC#N)s1,-5
O=C1CC(NCc2ccco2)C(=O)N1c1ccc(OC(F)(F)Cl)cc1 (stereo not drawn),-7
COc1cccc(OC)c1C(=O)Nc1c2c(nn1-c1cccc(C)c1)CSC2,1
CCOC(=O)C1=CN(c2ccc(F)cc2)C=C(C(=O)OCC)C1c1cccc(Cl)c1,-4
SMILES,14-3-3 PPI
CCC(=O)N1c2ccccc2NC2=C(C(=O)CC(c3ccco3)C2)C1c1ccc(OC)cc1 (stereo not drawn),16
O=C(COC(=O)c1ccc(S(=O)(=O)Nc2ccccc2)cc1)NCCN1C(=O)CSC1=O,-4
CC(C)CC(NC(=O)COc1ccccc1)C(=O)O (stereo not drawn),3
COc1ccc(C(=O)Nc2ccc3nn(-c4ccccc4)nc3c2)cc1OC,-9
CC(=O)N1CCN(C(=O)COc2ccc(Br)cc2)CC1,2
CCOC(=O)c1ccc(NC(=O)CSc2nc(C(F)(F)F)cc(=O)[nH]2)cc1,-9
CS(=O)(=O)NCCSc1nnnn1-c1ccccc1,-2
O=C1c2ccc(Oc3ccc4c(c3)C(=O)N(c3nccs3)C4=O)cc2C(=O)N1c1nccs1,-3
CC(=O)C1=C(O)C(=O)N(CCc2c[nH]c3ccccc23)C1c1ccc(O)cc1 (stereo not drawn),1
CCn1c(CSc2nc3ccc(Br)cc3[nH]2)nc2ccccc21,-6
CC(=O)N1CCc2cc(Br)cc(S(=O)(=O)N3CC(=O)N(CCc4ccccc4)C(=O)C3)c21,-22
COc1ccc(OC)c(NC(=O)C2c3ccccc3C(=O)N3CCc4ccccc4C23)c1 (stereo not drawn),2
CCCN(S(=O)(=O)c1ccc(OCC)cc1)S(=O)(=O)c1cccs1,-1
Cc1ccc(S(=O)(=O)Nc2ccccc2CNc2cccc(C)c2C)cc1,11
CCOC(=O)c1ccc(NC(=O)CC2SC3=NCCN3C2=O)cc1 (stereo not drawn),-3
COc1cc(-n2c(=O)c3ccccc3n(CC(=O)NCc3ccc(C)cc3)c2=O)cc(OC)c1OC,-12
O=C(CSc1nc2ccccc2[nH]1)NCCN1CCCCC1,1&2
CCn1cc(C(=O)O)c(=O)c2cc(F)c(N3CCN(C(=O)c4ccccc4Cl)CC3)cc21,2
O=C(NCCCc1nc2ccccc2n1Cc1ccccc1F)c1ccc(F)cc1,-3
CCOc1ccc(-n2c(N)c(C(=O)Nc3c(C)cccc3C)sc2=S)cc1,-6
CCOC(=O)Cn1cnc2c(cnn2-c2ccc(Cl)cc2)c1=O,4
CCn1nc(C(=O)OCC(=O)c2c[nH]c3ccccc23)c2ccccc2c1=O,-13
Cc1ccc2c(COC(=O)c3cnc(C)cn3)cc(=O)oc2c1,-2
CC(C)n1c(=S)[nH]c2cc(Cl)ccc2c1=O,-8
Nc1cc(=O)[nH]c(SCCNS(=O)(=O)c2ccccc2)n1,-8

# Pulled by compound from above, 6 records:
SMILES,14-3-3 PPI
CC(=O)N1CCN(C(=O)COc2ccc(Br)cc2)CC1,2
O=C(COC(=O)c1ccc(S(=O)(=O)Nc2ccccc2)cc1)NCCN1C(=O)CSC1=O,-4
CCC(=O)N1c2ccccc2NC2=C(C(=O)CC(c3ccco3)C2)C1c1ccc(OC)cc1 (stereo not drawn),16
Cc1ccc(S(=O)(=O)Nc2ccccc2CNc2cccc(C)c2C)cc1,11
CS(=O)(=O)NCCSc1nnnn1-c1ccccc1,-2
CCCN(S(=O)(=O)c1ccc(OCC)cc1)S(=O)(=O)c1cccs1,-1

# Five entries from above, ordered by the value under 14-3-3 PPI, falling.
Compound	14-3-3 PPI
CCOC(=O)Cn1cnc2c(cnn2-c2ccc(Cl)cc2)c1=O	4
CCCN(S(=O)(=O)c1ccc(OCC)cc1)S(=O)(=O)c1cccs1	-1
CS(=O)(=O)NCCSc1nnnn1-c1ccccc1	-2
O=C(NCCCc1nc2ccccc2n1Cc1ccccc1F)c1ccc(F)cc1	-3
COc1ccc(C(=O)Nc2ccc3nn(-c4ccccc4)nc3c2)cc1OC	-9

# Next records.
SMILES,14-3-3 PPI
O=C(O)CCCC(=O)Nc1nccs1,-3
CC(=O)N=c1sc2ccccc2n1C,2
Cc1ccccc1CS(=O)(=O)CCC(=O)N1CCN(c2ccc(N3CCOCC3)nn2)CC1,-1
COc1ccc(C(=O)CC2OC(=O)c3c2ccc(OC)c3OC)cc1 (stereo not drawn),-12
CC(C)Nc1nc(N(c2ccccc2)c2ccccc2)nc(-n2ccnc2)n1,0
O=S(=O)(O)CCN1CCOCC1,-2
Cc1nc2cc(NC(=O)c3ccc(Cl)cc3)ccc2n1-c1ccccc1,-2
O=c1oc(-c2ccccc2)cc(-c2ccccc2)c1-c1ccccc1,-12
CC(C)(C)C1CCC2(CC1)SCC(=O)N2c1cccc(Cl)c1 (stereo not drawn),2
CCN(C(=O)c1cn(CC(C)C)c(=O)c2cc(OC)c(OC)cc12)c1ccccc1F,2
Cc1ccc(S(=O)(=O)c2c(N)n(CC3CCOC3)c3nc4ccccc4nc23)cc1 (stereo not drawn),-3
Cn1c(CO)nc2cc(N=Cc3ccc(O)cc3O)ccc21,-10
O=C(COC(=O)c1cccs1)c1ccc2c(c1)OCCO2,4
CCNC(=O)C1CC(=O)N(CC)C(=Nc2cc(Cl)c(O)c(Cl)c2)S1 (stereo not drawn),-13
Cc1cc(NS(=O)(=O)c2ccc(NC(=O)COc3cccc(Br)c3)cc2)nc(C)n1,2
CCOc1ccccc1N(CC(=O)N1CCc2ccccc2C1)S(=O)(=O)c1ccccc1,-2
O=C1CC(N2CCCN(C3CC(=O)N(c4ccc(F)cc4)C3=O)CC2)C(=O)N1c1ccc(F)cc1 (stereo not drawn),-1
COc1ccc(C2CC(=O)C3=C(C2)Nc2ccccc2NC3c2cc3c(cc2[N+](=O)[O-])OCO3)cc1 (stereo not drawn),-3
CC(=O)c1cccc(NS(=O)(=O)c2cc(C(=O)c3ccc(Br)cc3)ccc2C)c1,-67
O=C(CCCC(=O)N1CCc2ccccc21)N1CCc2ccccc21,-2
O=C(O)c1coc2ccccc12,-3
CCOC(=O)CNC(=O)c1c2c(nc3ccccc13)CCCC2,-1
CCCCN(Cc1ccccc1)C(=O)c1cnc2n(c1=O)CCS2,-5
Cc1ccc(SCc2cc(=O)[nH]c(N=C(N)Nc3ccc(C)c(C)c3)n2)cc1,-5
CC(C)CCn1c(N)c(S(=O)(=O)c2cccs2)c2nc3ccccc3nc21,-2

# Part of the list above in order of length of the SMILES, ascending:
SMILES,14-3-3 PPI
CC(C)(C)C1CCC2(CC1)SCC(=O)N2c1cccc(Cl)c1 (stereo not drawn),2
O=c1oc(-c2ccccc2)cc(-c2ccccc2)c1-c1ccccc1,-12
CC(C)CCn1c(N)c(S(=O)(=O)c2cccs2)c2nc3ccccc3nc21,-2
CCOc1ccccc1N(CC(=O)N1CCc2ccccc2C1)S(=O)(=O)c1ccccc1,-2

# The results go on:
SMILES,14-3-3 PPI
COc1ccc(C)cc1S(=O)(=O)N1CCN(c2cccc(C(F)(F)F)c2)CC1,3
O=C(O)COc1cccc(NC(=O)C2CCCO2)c1 (stereo not drawn),3
CCOC(=O)C1=C(c2ccccc2)NC(SCC(=O)NC2CCCCC2)=C(C#N)C1c1ccco1 (stereo not drawn),-4
O=C(COC(=O)C1c2ccccc2Oc2ccccc21)Nc1ccc2c(c1)OCO2,-18
Cc1cccc(NC(=O)c2cc3ccc(O)cc3oc2=Nc2sc3c(c2C#N)CCCC3)c1,-55
CCN1CCN(/C=N/c2nc(C)cs2)CC1,1
CC(=O)c1cccc(NC(=O)N[C@@H](CC(C)C)C(=O)O)c1,3
CC(C)(C)n1nc2c(c1NC(=O)c1ccccc1[N+](=O)[O-])CS(=O)(=O)C2,3
CCOC(=O)c1sc(=S)n2c1[nH]c(=O)c1ccc(C(=O)OC)cc12,-7&-21
O=C(CSc1ccccn1)Nc1ccc2nc(SCc3ccccc3)sc2c1,-14
Cc1ccc(C(C)C)c(OCC(=O)Nc2cccc(Cl)c2)c1,0
O=C1CSC(c2ccc(C3SCC(=O)N3c3ccccc3F)cc2)N1c1ccccc1F (stereo not drawn),-2
Cc1ccc(N=C(c2cccs2)N2CCOCC2)cc1,3
COc1cc(-c2nc(-c3ccc4c(c3)S(=O)(=O)c3ccccc3-4)c(-c3ccccc3)[nH]2)cc(OC)c1O,-37
CCCn1c(=NC(=O)c2cc3ccccc3o2)c(C(=O)OCC)cc2c(=O)n3ccccc3nc21,-13
Cc1ccc(-c2nc3ccccc3s2)cc1NC(=O)COc1ccccc1,3
CC(C)(C)c1cc(S(=O)(=O)CCc2ccccn2)cc(C(C)(C)C)c1F,-25
Cc1nc(SCC(=O)Nc2c(C)n(C)n(-c3ccccc3)c2=O)[nH]c(=O)c1Cc1ccccc1,3
CCCOC(=O)c1c(NC(=O)C2C3C=CC(C3)C2C(=O)O)sc2c1CCCC2 (stereo not drawn),4
Cc1ccc(C)n1-c1ccc(C(=O)O)cc1O,-55
Fc1ccc(Cc2nnc(-c3cccs3)o2)cc1,-1
O=C(COC(=O)Cc1cn2ccsc2n1)NC12CC3CC(CC(C3)C1)C2,0
O=C(CCC1CCCCC1)NCc1ccncc1,6
Cc1cc2c3c(c1C)C1(C(=O)N3C(C)(C)CC2C)C(C#N)=C(N)Oc2n[nH]c(C)c21 (stereo not drawn),-9
Cn1c(CSc2ncn[nH]2)nc2ccccc21,0&0
CCc1cc2c(=O)c(-c3ccon3)c(N)oc2cc1OC,7
CNC(=O)C(=O)NCCN1CCN(C(=O)c2ccccc2Cl)CC1,-3

# Bioassay records: PubChem, Emory University Molecular Libraries Screening Center

# These rows are one share of the data; count on the stated rates, not on these rows.
